Compound activity from PubChem.
PLAP inhibition = inhibition of human placental alkaline phosphatase – biochemical, luminescence, HTS (AID 690) | purified PLAP, luminescent substrate; higher % means a stronger effect | one-dose inhibition, % at 20 µM; IC50 in µM for titrated hits | hit rate 0.08% among 96,000; in the data active means a potency from the dose series; inactive means the rest, 99 in 100 with inhibition below about 30%; further: strong numbers were not always called active
NFkB transloc pot = enhances IL-1B driven NFkB nuclear translocation | HUVEC IL-1B NFkB p65 nuclear translocation imaging | activation, % at 2 µM | hit rate 0.3% among 94,000;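 active means activation above 40%, about the mean plus 3 SD, also judged a hit on visual image review; inconclusive means activation above 40% but not a hit on visual review; inactive means activation not above 40% and no visual hit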;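 further: percent activation is computed from the nuclear over cytoplasmic p65 intensity ratio; values of inactives mirror those of a sister screen read the other way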
Bcl-B displacement = displacers of TR3 peptide from Bcl-B, primary screen, selectivity assay for Bfl-1 inhibitor project, biochemical, fluorescence polarization; hit rate 0.11% among 96,000; FP displacement of FITC-TR3 peptide from Bcl-B; higher % means a stronger effect; one-dose displacement, % at 20 µM; IC50 in µM for titrated hits;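 active means displacement above 50% at 20 µM plus a fluorescence interference ratio under 1.5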;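 further: plate controls were wells without compound for no effect and wells lacking Bcl-B protein for full effect; a part of the inactive calls stands beside numbers as strong as those of hits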
MRP reversal = MRP-mediated drug resistance reversal. differential viability (reversal), % at 10 µM. AID 602. H69AR cells + 2 uM doxorubicin, CellTiter-Glo, 72 h. hit rate 0.04% among 85,000;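 active means viability drop by adding the cancer drug above about 55%, with treated viability meeting a 40% cutoff, limit read from the data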;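 further: viability without doxorubicin minus viability with 2 µM doxorubicin for each compound; larger differential means the compound sensitizes cells more to doxorubicin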
IL1B NFkB inh = blocks IL-1B driven NFkB nuclear translocation in HUVEC cells; HUVEC IL-1B NFkB p65 nuclear translocation imaging; inhibition, % at 2 µM; hit rate 0.43% among 94,000; AID 796;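 active means inhibition above about 30% together with a positive call from visual inspection of the well image, limit read from the data; inconclusive means inhibition above a set limit but visual check negative; inactive means inhibition not above a set limit, visual check negative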;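 further: nuclear over cytoplasmic p65 intensity ratio measured by imaging; 0% = IL-1B stimulated DMSO wells and 100% = unstimulated DMSO wells; values of inactives mirror those of a sister screen read the other way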
MRP reversal cytotoxicity = recorded beside MRP reversal, whose call it bears; viability, %; H69AR cells, CellTiter-Glo, 72 h; measured here: cytotoxicity without doxorubicin
MRP reversal with doxorubicin = recorded beside MRP reversal, whose call it bears; viability, %; measured here: viability with 2 uM doxorubicin; active compounds read low
IL1B NFkB inh cell count 2 µM = recorded beside IL1B NFkB inh, whose call it bears; cell count; measured here: cells passing quality filter;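 raw number of nuclei counted in each imaged well without normalization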
NFkB transloc pot cell count 2 µM = further read-out of NFkB transloc pot, marked with its call; cell count; measured here: cells passing quality filter
Active calls of the source: *; ? = inconclusive; nt = not tested or not shown. An excerpt. The share of hits here may be higher or lower than overall.

No.	Structure	Bcl-B displacement	MRP reversal cytotoxicity	PLAP inhibition	MRP reversal with doxorubicin	IL1B NFkB inh	NFkB transloc pot cell count 2 µM	MRP reversal	NFkB transloc pot	IL1B NFkB inh cell count 2 µM
1	CCN(CC)CCCN1C(=O)C(=O)/C(=C(/O)c2ccc3c(c2)OCCO3)C1c1ccco1 (stereo not given)	1%	98	2%	101	-3	106	-3	3	106
2	CC1CC(C(F)(F)F)n2nc(C(=O)O)cc2N1 (stereo not given)	12%	105	9%	101	13	192	3	-13	192
3	CSc1ccccc1-c1nnc(-c2ccccc2)o1	3%	nt	4%	nt	-10	120	nt	10	120
4	CC1CCN(C(=O)CSc2nnc(CSc3ncccn3)n2C)CC1	1%	99	-13%	84	nt	nt	15	nt	nt
5	COc1ccc(N2CCSC2C(=O)NN)cc1 (stereo not given)	nt	88	nt	75	-7	70	13	7	70
6	O=C(Cn1cc2c(n1)CCCC2)NCCCN1CCN(c2ccccc2F)CC1	5%	98	-3%	86	-8	64	12	8	64
7	O=C(CCCc1nc(-c2ccc(Cl)cc2)no1)Nc1cccnc1	-3%	111	26%	95	-18	68	16	18	68
8	CCS(=O)(=O)N1CCN(S(=O)(=O)c2ccccc2)CC1	6%	92	8%	91	-6	161	1	6	161
9	O=C(CCSc1ccccc1)NC1CCCC1	-15%	91	-24%	100	nt	nt	-9	nt	nt
10	O=C(OCc1ccccc1Cl)c1ccccc1C(=O)c1ccccc1	1%	nt	4%	nt	-14	184	nt	14	184
11	COc1ccc(NCc2cc3ccccc3[nH]c2=O)cc1	-1%	83	-6%	91	1	106	-8	-1	106
12	COc1ccc(NC(=O)CC2SC(=Nc3ccccc3)NC2=O)c(OC)c1 (stereo not given)	-3%	nt	-30%	nt	24	54	nt	-24	54
13	Cc1ccc(-n2c(SCC(=O)OC(C)C)nnc2-c2ccccn2)cc1	6%	79	-59%	96	-11	161	-16	11	161
14	COc1ccc(NC(=O)/C(Cl)=C(/Cl)S(=O)Cc2ccc(C)cc2)cn1 (stereo not given)	5%	1	6%	1	82*	136	-1	-82	136*
15	CCC(C)NC(=O)C1c2cc(OC)c(OC)cc2C(=O)N(C)C1c1ccc(OC)cc1 (stereo not given)	nt	nt	nt	nt	-15	116	nt	15	116
16	Cc1ccc(CS(=O)(=O)Cc2ccc(C(=O)NCC3CCCO3)o2)cc1 (stereo not given)	9%	nt	-32%	nt	-4	209	nt	4	209
17	CC1(C)Oc2ccc(C(=O)N3CCCC3)cc2N(CC(=O)NCc2ccccc2)C1=O	-4%	83	-23%	91	-8	147	-7	8	147
18	N=c1c2c3c(sc2ncn1CCCO)CCCC3	4%	86	-18%	74	4	132	13	-4	132
19	CCN=C1SC(C(=O)Nc2ccccc2)CC(=O)N1CC (stereo not given)	-2%	101	17%	98	-4	62	3	5	157
20	O=C(O)CCC(=O)N1CCc2cc(S(=O)(=O)N3CC=C(c4ccccc4)CC3)ccc21	-6%	96	-56%	91	-4	139	5	4	139
21	COc1ccc(Cc2c(O)nc(SCC(=O)N3CCCCCC3)[nH]c2=O)cc1	nt	95	nt	90	8	108	5	-8	108
22	CC(C)CCNC(=O)NC(=O)COC(=O)c1cc(S(=O)(=O)N2CCOCC2)ccc1N1CCCCC1	-2%	83	-10%	88	-4	67	-5	4	67
23	O=C(CN1CCC(n2nnc3cc(F)ccc32)CC1)N1CCCc2ccccc21	-28%	89	-53%	80	12	69	9	-12	69
24	COc1ccc(C(=O)CSc2nnc(CNc3ccc(C)cc3C)n2Cc2ccco2)cc1	-90%	77	-52%	83	12	115	-6	-12	115
25	CCNC(=S)NNC(=O)c1csc2c1CCC(C)C2 (stereo not given)	2%	nt	-36%	nt	5	141	nt	-5	141
26	C=CCn1c(N)c(C(=O)Nc2ccc(C)c(C)c2)c2nc3ccccc3nc21	-1%	53	9%	62	4	149	-10	-4	149
27	CC1CCc2c(C(=O)Oc3cccc(-n4cnnn4)c3)csc2C1 (stereo not given)	-17%	88	-11%	80	-19	142	8	19	142
28	CCOC(=O)C1CCN(C(=O)CNS(=O)(=O)c2ccc(Br)s2)CC1	-9%	87	-9%	89	-10	148	-2	10	148
29	Cc1nnc(NC(=O)CSc2nnc(Cc3cccn3C)n2CCc2ccccc2)s1	10%	71	-21%	84	nt	nt	-13	nt	nt
30	O=C(CCc1nc2ccccc2[nH]1)Nc1ccc2c(c1)OCO2	11%	85	-12%	74	44*	105	11	-43	105*
31	Cc1cc(C)c(S(=O)(=O)N(C)CC(=O)N2CCCCC2)c(C)c1	-8%	95	3%	78	-9	151	16	9	151
32	Cc1cccn2c(=O)c3cc(C(=O)NC4CCS(=O)(=O)C4)sc3nc12 (stereo not given)	-2%	90	13%	102	7	177	-12	-7	177
33	CCCCOC(=O)C1[C@H]2C(=O)N(Cc3cccs3)C[C@]23C=C[C@H]1O3 (stereo not given in full)	2%	106	-46%	88	-3	122	18	3	122
34	Cn1c(=O)c2c(nc(NCCCN3CCOCC3)n2Cc2cccc(Cl)c2)n(C)c1=O	6%	82	-31%	72	11	111	9	-11	111
35	CCOC(=O)Cc1csc(NC(=O)CSc2nnc(-c3cccnc3)n2Cc2ccco2)n1	nt	100	nt	86	-15	123	15	15	123
36	FC(F)(F)c1ccc(-n2ccnc2)nc1	4%	94	-5%	91	-8	138	4	8	138
37	Cn1c(=O)cc(OCCCC(=O)NCc2ccco2)c2ccccc21	-8%	nt	-59%	nt	-21	132	nt	21	132
38	CC1Cc2nc(SCC(=O)N3CCc4ccccc43)n(C)c(=O)c2S1 (stereo not given)	0%	46	-21%	66	-5	92	-20	5	92
39	COc1cc(/C=C2\SC(=S)N(Nc3ncc(C(F)(F)F)cc3Cl)C2=O)cc(OC)c1OC	-51%	97	-30%	84	1	153	13	-1	153
40	CN(Cc1ccccc1)Cc1nc2c([nH]1)c(=O)n(C)c(=O)n2C	nt	92	nt	103	-23	125	-11	23	125
41	CCCCCC(=O)N1CCN(CCN=CC2=C(O)CC(c3ccc(OC)cc3)CC2=O)CC1 (stereo not given)	-1%	99	-55%	73	9	113	26	-9	113
42	Cc1ccc(CSCCNC(=O)/C=C/c2ccccc2Cl)cc1	-11%	nt	4%	nt	-4	161	nt	4	161
43	COc1ccc(NC(=S)NC(NC(=O)/C=C/c2ccccc2)C(Cl)(Cl)Cl)cc1 (stereo not given)	-7%	nt	4%	nt	0	167	nt	0	167
44	Cc1ccc(C2CC(c3cccc(Br)c3)n3nc(N)nc3N2)cc1 (stereo not given)	5%	48	-21%	84	nt	nt	-36	nt	nt
45	O=C(CSCC(=O)N1CCCCC1)OCC(=O)c1c[nH]c2ccccc12	5%	79	3%	86	14	146	-7	-14	146
46	CS(=O)(=O)N1CCC(C(=O)Nc2ccc3c(c2)OCCO3)CC1	10%	93	26%	93	-8	190	0	8	190
47	COCCn1c(SCc2nnc(-c3ccccc3)o2)nc2sc3c(c2c1=O)CCC3	8%	nt	-67%	nt	3	100	nt	-3	100
48	CC(=O)c1ccc(N2CCN(C(=O)C3CCN(S(=O)(=O)Cc4ccccc4)CC3)CC2)cc1	-4%	90	-42%	73	18	90	16	-18	90
49	N#CCCSCc1ccc2oc(C(=O)O)cc2c1	4%	117	-10%	92	12	179	24	-12	179
50	N#CC1=C(SCC(=O)NC2CCCCC2)NC(=O)CC1c1ccco1 (stereo not given)	-3%	69	-10%	87	-11	176	-18	11	176
51	Cc1ccc(Nc2nc(C3CC3)cs2)cc1	-6%	100	9%	97	nt	nt	3	nt	nt
52	Cc1cc(C)cc(-n2c(C)cc(C(=O)CSc3nnnn3C)c2C)c1	-2%	79	-52%	68	-22	96	11	22	96
53	Oc1c(C(c2ccccc2)N2CCN(Cc3ccccc3)CC2)sc2ncnn12 (stereo not given)	11%	105	-74%	96	-19	79	9	19	79
54	Cn1c(=O)[nH]c2cc(Cl)cnc21	116%	85	-3%	87	nt	nt	-2	nt	nt
55	OC(COCc1ccccc1)CN1CCCC1 (stereo not given)	4%	99	7%	91	0	132	8	0	132
56	CCOC(=O)Nc1cccc(NC(=O)c2cc(OC)cc(OC)c2)c1	nt	61	nt	64	10	84	-3	-10	84
57	COc1ccc(F)cc1S(=O)(=O)Nc1ccc(C)cc1	-11%	54	1%	83	-22	158	-30	22	158
58	CCOc1ccccc1Oc1c(C)oc2cc(OC(=O)N3CCOCC3)ccc2c1=O	-3%	73	-54%	75	9	66	-2	-9	66
59	COc1ccc(-n2nnnc2SCC(=O)Nc2nnc(C)s2)cc1OC	0%	81	-2%	82	-76	nt	-1	?	159
60	CCCCCCn1c(C(C)O)nc2ccccc21 (stereo not given)	-6%	103	-19%	109	-1	140	-6	1	140

9 entries from above, reformatted:
[49] N#CCCSCc1ccc2oc(C(=O)O)cc2c1
[50] N#CC1=C(SCC(=O)NC2CCCCC2)NC(=O)CC1c1ccco1 (stereo not given)
[51] Cc1ccc(Nc2nc(C3CC3)cs2)cc1
[52] Cc1cc(C)cc(-n2c(C)cc(C(=O)CSc3nnnn3C)c2C)c1
[53] Oc1c(C(c2ccccc2)N2CCN(Cc3ccccc3)CC2)sc2ncnn12 (stereo not given)
[54] Cn1c(=O)[nH]c2cc(Cl)cnc21
[55] OC(COCc1ccccc1)CN1CCCC1 (stereo not given)
[56] CCOC(=O)Nc1cccc(NC(=O)c2cc(OC)cc(OC)c2)c1
[57] COc1ccc(F)cc1S(=O)(=O)Nc1ccc(C)cc1

screen / no.,49,50,51,52,53,54,55,56,57
Bcl-B displacement,4%,-3%,-6%,-2%,11%,116%,4%,nt,-11%
MRP reversal cytotoxicity,117,69,100,79,105,85,99,61,54
PLAP inhibition,-10%,-10%,9%,-52%,-74%,-3%,7%,nt,1%
MRP reversal with doxorubicin,92,87,97,68,96,87,91,64,83
IL1B NFkB inh,12,-11,nt,-22,-19,nt,0,10,-22
NFkB transloc pot cell count 2 µM,179,176,nt,96,79,nt,132,84,158
MRP reversal,24,-18,3,11,9,-2,8,-3,-30
NFkB transloc pot,-12,11,nt,22,19,nt,0,-10,22
IL1B NFkB inh cell count 2 µM,179,176,nt,96,79,nt,132,84,158

Continuation.
No.	Structure	Bcl-B displacement	MRP reversal cytotoxicity	PLAP inhibition	MRP reversal with doxorubicin	IL1B NFkB inh	NFkB transloc pot cell count 2 µM	MRP reversal	NFkB transloc pot	IL1B NFkB inh cell count 2 µM
61	O=S(=O)(NCCNS(=O)(=O)c1cccs1)c1cccs1	-10%	94	12%	83	-9	78	11	11	78
62	O=C(CN1CCc2ccccc21)Nc1ccc2c(c1)OCO2	0%	78	-7%	87	-4	123	-9	4	123
63	CCS(=O)(=O)Nc1cccc(C2=NN(S(=O)(=O)c3ccccc3)C(c3cccs3)C2)c1 (stereo not given)	-5%	nt	-7%	nt	-2	148	nt	2	148
64	CCNc1nc(NCC)nc(OCCOC(C)=O)n1	nt	108	nt	99	2	94	9	-2	94
65	CC(C)(C)Cc1nnc(NC(=O)c2cc(-c3ccccc3)nc3ccccc23)s1	-2%	nt	-90%	nt	-41	197*	nt	41*	197
66	C=CCNC(=S)NNC(=O)c1ccc2c(c1)OCO2	1%	nt	-115%	nt	-1	81	nt	1	81
67	COc1ccc(CCn2c(=N)c(C(=O)N3CCN(C)CC3)cc3c(=O)n4ccccc4nc32)cc1	-36%	67	-40%	85	4	150	-17	-4	150
68	COC(=O)c1[nH]c2ccc(C)cc2c1NS(=O)(=O)c1ccc(F)cc1	-6%	84	-19%	71	-13	146	13	13	146
